Source: PubChem BioAssay
APJ ag: agonists of human APJ apelin receptor; CHO-K1 APJ PathHunter beta-arrestin, luminescence; 0% DMSO wells, 100% apelin; activation, % at 20 µM; 330,000 tested, 0.11% active; AID 2520;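 active = activation more than six SD over the plate average, tested at 20 µM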;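 also: 0% = DMSO alone and 100% = apelin-13 at 10 nM; some results filed as inactive read as strong as hits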
Target sequence (P35414 whole entry, looked up): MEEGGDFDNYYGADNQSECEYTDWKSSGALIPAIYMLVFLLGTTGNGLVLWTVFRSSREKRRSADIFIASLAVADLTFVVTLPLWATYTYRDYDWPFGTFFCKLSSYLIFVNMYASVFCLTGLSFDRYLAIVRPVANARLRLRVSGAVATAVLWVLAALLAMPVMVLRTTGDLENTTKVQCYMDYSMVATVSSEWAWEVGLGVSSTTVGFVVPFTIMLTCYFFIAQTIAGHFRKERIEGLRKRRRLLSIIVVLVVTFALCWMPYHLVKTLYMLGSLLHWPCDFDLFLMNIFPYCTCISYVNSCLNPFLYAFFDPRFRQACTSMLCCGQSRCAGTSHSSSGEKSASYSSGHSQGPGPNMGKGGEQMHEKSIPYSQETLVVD
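Assay system: CHO-K1 cells stably expressing ProLink-tagged human APJ and arrestin–beta-gal acceptor. Compound dosing: 20 µM single point, 1% DMSO. Times: 16-18 h seeding, 90 min dark compound exposure, 60 min detection. Detection: beta-gal luminescence. Evaluation: APJ–arrestin association signal. Controls: negative DMSO alone, positive Apelin-13 at 10 nM.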
MPTP inh: inhibitors of mitochondrial permeability transition pore; isolated mouse mitochondria, Ca2+ swelling absorbance, 30 min; inhibition, % at 10 µM; 360,000 tested, 1.4% active;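 active = inhibition of 50% or more, scaled per plate between neutral and stimulator controls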;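 also: 0% = DMSO wells given calcium and 100% = 1 mM EGTA wells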
tim10-1 inh: inhibits growth of tim10-1 mutant yeast | 330,000 tested, 2.2% active | inhibition, % at 20 µM | S. cerevisiae tim10-1 ts strain growth, BacTiter-Glo, 24 h;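 active = inhibition of at least 40%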;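 also: mutant grown at 25 °C; 0% = DMSO wells with yeast and 100% = wells holding no yeast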
beta cell repl: inducers of beta-cell replication in MIN6 cells | AID 2380 | proliferation, % at 10 µM | 330,000 tested, 0.29% active | MIN6 cells proliferation, ATPlite luminescence, 48 h; cells starved in 0.2% serum; 100% = growth in 10% serum;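 active = compounds whose signal lies at least 3.5 SD above the mean of all wells on their plate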;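 also: 0% = DMSO-treated cells in low-serum medium and 100% = 10% serum control; some compounds called inactive have numbers as strong as hits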
GRIN3A LBD mod: modulates the human NR3A ligand-binding domain | AID 1259313 | NR3A LBD differential scanning fluorimetry, Tm shift; 0% = protein alone, 100% = glycine-bound protein | Tm shift relative to glycine control, % at 25 µM | 340,000 tested, 2.5% active;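 active = melting temperature shift of at least 10% of the positive control shift, at one fixed dose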
APJ antagonist: antagonists of human APJ apelin receptor. P35414. 330,000 tested, 0.32% active. CHO-K1 APJ beta-arrestin complementation, luminescence. inhibition, % at 20 µM;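 active = inhibition above about 40% at 20 µM, limit read from the data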;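 also: cells challenged with 10 nM apelin-13 agonist together with compound; plate controls were apelin-13 plus DMSO wells for no effect and DMSO wells lacking apelin-13 for full effect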
TIM10 inh: inhibits growth of TIM10 yeast strain; S. cerevisiae TIM10 strain growth, BacTiter-Glo luminescence, 24 h; inhibition, % at 10 µM; 330,000 tested, 1.4% active; AID 463195;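 active = inhibition of 40% or more at the single tested concentration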;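 also: wild-type TIM10 isogenic control strain grown at permissive 25 °C; 0% = DMSO yeast wells and 100% = minimal medium wells without yeast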
tim23-1 inh: inhibits growth of tim23-1 mutant yeast; AID 463212; inhibition, % at 20 µM; S. cerevisiae tim23-1 growth, BacTiter-Glo luminescence, 24 h; 330,000 tested, 1.3% active;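 active = growth inhibition of the mutant yeast at or above 50%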;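 also: temperature-sensitive mutant grown at 25 °C; plate controls were DMSO-treated mutant yeast for no effect and medium wells lacking yeast for full effect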
NLRP3 yeast inh: inhibitors of NALP3 inflammasome in yeast | inhibition, % at 10 µM | 330,000 tested, 0.39% active | Yeast reconstituted NLRP3/ASC/caspase-1, beta-gal luminescence, 24 h;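 active = inhibition of 50% or more; inactive = inhibition below 50%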;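 also: plate controls were induced DMSO wells for no effect and uninduced yeast grown without galactose for full effect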
An asterisk follows results filed as active; nt = not tested or not shown.

(1) Cc1ccc2nc(NC(=O)C3=NN(c4ccccc4)C(=O)CC3)sc2c1
(2) Cc1ccc(NC(=O)Cn2cc(S(=O)(=O)c3ccccc3)c(=O)c3cc(F)ccc32)cc1
(3) Cn1c(=O)n(Cc2ccc(F)cc2)c(=O)c2c1nc1n2CCCN1C1CCCCC1
(4) CCOC(=O)C(NC(C)=O)C(=O)O (stereo not given)
(5) O=C(Nc1ccc2nc(-c3ccccc3)[nH]c2c1)c1cccs1
(6) COc1cccc(NC(=O)CN(C)C(=O)c2cc(-c3ccc(F)cc3)nc3ccccc23)c1
(7) COc1ccccc1N=Nc1c(C)[nH][nH]c1=O
(8) O=C(Cc1ccc([N+](=O)[O-])cc1)Nc1cccnc1
assay / compound,1,2,3,4,5,6,7,8
APJ antagonist,18,-5,-26,-4,-16,-1,24,0
APJ ag,-2,-3,1,0,7,4,-4,1
NLRP3 yeast inh,18,8,-3,-33,14,14,27,2
tim10-1 inh,40,-7,48*,0,-22,31,7,5
tim23-1 inh,19,-13,40,2,59*,43,10,-7
MPTP inh,5.2,-2.9,-1.6,-0.8,1.8,0.7,-0.2,0.4
TIM10 inh,32,-7,33,-11,47*,14,17,-8
beta cell repl,-3,-1,-4,0,-2,-3,-1,0
GRIN3A LBD mod,-3,1,-5,0,30*,9,-2,0

Part of the list above, as labelled records.
3: Cn1c(=O)n(Cc2ccc(F)cc2)c(=O)c2c1nc1n2CCCN1C1CCCCC1
  APJ antagonist = -26	APJ ag = 1	NLRP3 yeast inh = -3	tim10-1 inh = 48*	tim23-1 inh = 40	MPTP inh = -1.6	TIM10 inh = 33	beta cell repl = -4	GRIN3A LBD mod = -5
6: COc1cccc(NC(=O)CN(C)C(=O)c2cc(-c3ccc(F)cc3)nc3ccccc23)c1
  APJ antagonist = -1	APJ ag = 4	NLRP3 yeast inh = 14	tim10-1 inh = 31	tim23-1 inh = 43	MPTP inh = 0.7	TIM10 inh = 14	beta cell repl = -3	GRIN3A LBD mod = 9

(further entries)
(9) O=C1CSc2ccc(S(=O)(=O)N3CCN(c4ccccc4)CC3)cc2N1
(10) CSc1ccccc1NC(=O)CN(c1cc(C)cc(C)c1)S(C)(=O)=O
(11) CCOC(=O)N1CCN(C(=O)C(NC(=O)C2CCC(C)CC2)C(C)C)CC1 (stereo not given)
(12) CCOc1ccccc1Nc1nc2ccc(C)cc2n2cnnc12
(13) O=C(NCc1n[nH]c(=S)n1-c1cccc(C(F)(F)F)c1)c1ccc(S(=O)(=O)N2CCCCC2)cc1
(14) CN(C(=O)c1nn(C)c2c1CS(=O)(=O)c1ccccc1-2)c1cccc(Cl)c1
(15) O=C(OCc1c(F)cccc1Cl)c1cc([N+](=O)[O-])ccc1N1CCOCC1
(16) O=C(CN1C(=O)NC2(CCCCCC2)C1=O)c1ccc(Cl)s1
assay / compound,9,10,11,12,13,14,15,16
APJ antagonist,-5,14,9,21,11,22,7,11
APJ ag,1,-1,-4,-3,-3,-4,-4,-2
NLRP3 yeast inh,5,-7,19,7,16,-3,21,9
tim10-1 inh,0,21,14,18,7,-5,15,-12
tim23-1 inh,-5,19,12,16,13,11,33,2
MPTP inh,-2.9,0.3,-0.4,2.0,-0.7,-0.7,-1.5,-1.6
TIM10 inh,-7,20,3,23,4,3,8,-17
beta cell repl,-2,6,2,-4,-3,-3,1,0
GRIN3A LBD mod,4,-1,-1,1,-2,-1,5,0

(17) O=C(OCC(=O)N1CCc2ccccc21)c1ccccc1
(18) COc1cc(-c2cc(C(=O)Nc3cc(S(=O)(=O)N4CCOCC4)ccc3O)c3ccccc3n2)cc(OC)c1OC
(19) C=CCOc1ccc(C2/C(=C(\O)c3ccc4c(c3)CC(C)O4)C(=O)C(=O)N2CCN2CCOCC2)cc1OCC (stereo not given)
(20) CCOC(=O)c1sc(C)c2c(=O)n(CCc3ccccc3)nnc12
(21) CN(C)CC/C=C1\c2ccc(F)cc2Sc2cc(F)c(Cl)cc21
(22) Cc1ccc(-n2nc3c(c2NC(=O)c2ccco2)CS(=O)(=O)C3)cc1
(23) CN(C)c1cccc(C(=O)n2cc(C(=O)c3cc(F)ccc3O)cn2)c1
(24) O=S(=O)(c1ccc(Cl)cc1)N1CCN(Cc2c[nH]c3ccccc23)CC1
assay / compound,17,18,19,20,21,22,23,24
APJ antagonist,-7,1,-6,24,-8,8,-1,-8
APJ ag,-1,-2,3,-3,1,4,-1,-4
NLRP3 yeast inh,23,-2,-7,17,13,3,-1,21
tim10-1 inh,-30,12,-8,4,25,-5,35,35
tim23-1 inh,-6,6,16,3,-29,6,57*,34
MPTP inh,-4.5,1.2,-0.8,-1.3,-6.6,-0.7,7.0,-3.4
TIM10 inh,-16,4,3,-9,31,11,18,20
beta cell repl,-3,5,-1,-3,-4,-2,1,-1
GRIN3A LBD mod,-1,7,-3,0,-6,0,-11,-6

Complete entries as entered above. Order of screens: APJ antagonist, APJ ag, NLRP3 yeast inh, tim10-1 inh, tim23-1 inh, MPTP inh, TIM10 inh, beta cell repl, GRIN3A LBD mod
Cc1ccc(-n2nc3c(c2NC(=O)c2ccco2)CS(=O)(=O)C3)cc1 reads 8, 4, 3, -5, 6, -0.7, 11, -2, 0
CN(C)CC/C=C1\c2ccc(F)cc2Sc2cc(F)c(Cl)cc21 reads -8, 1, 13, 25, -29, -6.6, 31, -4, -6
O=S(=O)(c1ccc(Cl)cc1)N1CCN(Cc2c[nH]c3ccccc23)CC1 reads -8, -4, 21, 35, 34, -3.4, 20, -1, -6
CN(C)c1cccc(C(=O)n2cc(C(=O)c3cc(F)ccc3O)cn2)c1 reads -1, -1, -1, 35, 57*, 7.0, 18, 1, -11

Carrying on.
(25) O=C(NNC1=Nc2ccccc2SC1)c1ccccc1F
(26) CC(C)N1CCC(N2CCN(C3CCCC3)CC2CCO)CC1 (stereo not given)
(27) COc1cc(C(CCN2CCCCC2)c2c(OC)cc(OC)c3c(-c4ccccc4)cc(=O)oc23)cc(OC)c1OC (stereo not given)
(28) CCOC(=O)CNC(c1ccccc1)c1cc(Br)ccc1NC(=O)OCC (stereo not given)
(29) Cc1ccc(-c2nc(CS(=O)CC(=O)NCc3ccc(F)cc3)c(C)o2)cc1 (stereo not given)
(30) CCOc1ccc2nc(C)cc(Nc3ccc(N4CCOCC4)cc3)c2c1
(31) O=C(O)C(Cc1ccccc1)N1C(=O)/C(=C/c2cccnc2)SC1=S (stereo not given)
(32) CCCn1nc(C(=O)N(C)CC(=O)Nc2ccc(OCC)c(OCC)c2)c2ccccc2c1=O
assay / compound,25,26,27,28,29,30,31,32
APJ antagonist,13,-24,16,14,-4,14,0,-12
APJ ag,4,-2,-3,0,-1,-4,0,-2
NLRP3 yeast inh,8,-14,14,7,-16,6,5,10
tim10-1 inh,5,-7,2,30,18,7,4,-8
tim23-1 inh,-2,-10,5,22,5,-10,17,-7
MPTP inh,-0.5,2.1,1.9,1.1,-3.1,nt,2.0,0.7
TIM10 inh,-15,0,-4,20,4,2,10,1
beta cell repl,-1,0,-8,-2,0,-3,0,-3
GRIN3A LBD mod,3,-2,-4,-1,2,nt,1,-1

(33) N#CC(C(=O)c1ccccc1)=C1SCCS1
(34) COc1cc(OC)c(/C=C2\C(=O)Nc3ccccc32)c(OC)c1
(35) COc1cc(OC)cc(C(=O)NC(C)c2cnn(-c3ccccc3C)c2C)c1 (stereo not given)
(36) O=C(COc1cccc(C(F)(F)F)c1)Nc1ccc(S(=O)(=O)N2CCCC2)cc1
(37) CCN(CC(=O)Nc1ccc2c(c1)OCCO2)C(=O)CC(NC(C)=O)c1ccccc1 (stereo not given)
(38) O=C1CCN(C(=O)Nc2cccc(Cl)c2)N1
(39) O=C(CS(=O)(=O)Cc1ccccc1)N1CCN(C(=O)c2ccco2)CC1
(40) N#Cc1sc(NCc2ccccn2)nc1Cl
assay / compound,33,34,35,36,37,38,39,40
APJ antagonist,12,9,6,9,-2,-14,5,20
APJ ag,-4,-2,1,0,-3,2,-4,-4
NLRP3 yeast inh,6,29,12,-6,-3,0,8,4
tim10-1 inh,4,39,12,50*,-20,16,-2,3
tim23-1 inh,16,46,-2,40,-3,5,-8,-3
MPTP inh,1.0,nt,2.8,-1.3,0.1,5.5,0.8,-0.4
TIM10 inh,1,23,9,68*,-6,-6,-3,7
beta cell repl,1,-1,-5,-3,-4,-1,-1,2
GRIN3A LBD mod,1,-3,0,-1,0,1,-1,4

(41) Cc1nnc(SCCc2ccccc2)[nH]c1=O
(42) COc1ccc(N(C)C(=O)c2cc3c(s2)-c2c(C)cccc2OC3)c(OC)c1
(43) CC(C)CCN1C(=O)CCC1(C)C(=O)NC1CCCCCCC1 (stereo not given)
(44) Cc1ccc(NC(=O)c2ccc(N3C(=O)C4CC=C(Cl)CC4C3=O)cc2)cc1 (stereo not given)
(45) O=C(CCc1ccccn1)N1CCCC(CNS(=O)(=O)c2cccs2)C1 (stereo not given)
(46) Cc1cc(OC(=O)c2ccccc2F)c([N+](=O)[O-])c(=O)[nH]1
(47) CN(CCc1ccccn1)C1CCCN(S(=O)(=O)c2ccc(F)c(Cl)c2)C1 (stereo not given)
(48) CC(/C=C/c1ccccc1F)=N\NC(=O)c1ccc(Cl)cc1
assay / compound,41,42,43,44,45,46,47,48
APJ antagonist,7,-2,29,5,-13,16,-7,-6
APJ ag,-2,-2,-5,2,-1,2,-7,0
NLRP3 yeast inh,4,1,10,-1,25,9,14,-35
tim10-1 inh,19,6,24,7,10,2,-11,-13
tim23-1 inh,10,17,21,2,2,4,-9,-6
MPTP inh,1.1,4.3,0.3,-0.8,-1.6,-1.1,0.7,-0.1
TIM10 inh,20,2,16,7,-18,2,5,-8
beta cell repl,-2,-7,1,-3,-3,-1,1,-3
GRIN3A LBD mod,-2,-2,1,26*,-1,2,-1,-3

(49) N#C/C=C\Oc1ccc(Cl)cc1N
(50) c1coc(-c2nc3c4c5c(sc4ncn3n2)CCCC5)c1
(51) Cc1ccc(-c2nc3ccccn3c2NC(=O)c2ccco2)cc1
(52) Cc1ccsc1/C=N/Nc1ncnc2nc[nH]c12
(53) CCOc1ccc(NC(=O)COC(=O)C23CC4CC(CC(C4)C2)C3)c([N+](=O)[O-])c1
(54) O=C(NC1CCS(=O)(=O)C1)c1cnccn1 (stereo not given)
(55) O=C(Oc1coc(CSc2ncccn2)cc1=O)c1cccc([N+](=O)[O-])c1
(56) CCN(CC)C(=S)SCC(=O)Nc1ccc(F)cc1
assay / compound,49,50,51,52,53,54,55,56
APJ antagonist,8,6,-21,5,2,13,22,-4
APJ ag,0,0,-6,-2,-1,0,2,1
NLRP3 yeast inh,7,16,25,13,9,8,1,16
tim10-1 inh,12,4,-8,-4,-5,13,13,16
tim23-1 inh,1,-2,-4,-3,7,-1,34,15
MPTP inh,2.0,0.5,-1.2,-0.4,-1.3,-1.4,0.3,-0.1
TIM10 inh,17,-11,-2,4,8,-11,0,-12
beta cell repl,-2,6,-2,-4,0,0,-3,-3
GRIN3A LBD mod,5,1,4,0,7,-1,-1,-2

(57) CCOC(=O)c1cnc(SC2CC(=O)N(c3cccc(OC)c3)C2=O)nc1N (stereo not given)
(58) CC(C)=C1SC(N2CCN(Cc3ccccc3)CC2)=NC1=O
(59) CCC(CO)Oc1cc(NCc2ccccc2OC)c2ncn(C(C)C)c2c1 (stereo not given)
(60) Cc1ccc(-n2nc3ccc(N)cc3n2)cc1
assay / compound,57,58,59,60
APJ antagonist,12,0,-8,30
APJ ag,-4,0,-1,-2
NLRP3 yeast inh,2,5,4,14
tim10-1 inh,31,10,8,28
tim23-1 inh,20,3,5,35
MPTP inh,-0.3,1.5,2.0,1.0
TIM10 inh,15,5,3,29
beta cell repl,-1,0,-3,-3
GRIN3A LBD mod,-1,-1,-1,-5
